Screening results: PubChem BioAssay, Fisher Drug Discovery Resource Center
hcGAS lum – inhibitors of human cGAS; AID 1259398; inhibition, % at 12.5 µM; recombinant h-cGAS, ATP depletion, Kinase-Glo luminescence; 290,000 tested, 0.081% active;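 note: 0% = vehicle reaction and 100% = reaction without DNA for no activity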
Target sequence (Q8N884 whole entry, looked up): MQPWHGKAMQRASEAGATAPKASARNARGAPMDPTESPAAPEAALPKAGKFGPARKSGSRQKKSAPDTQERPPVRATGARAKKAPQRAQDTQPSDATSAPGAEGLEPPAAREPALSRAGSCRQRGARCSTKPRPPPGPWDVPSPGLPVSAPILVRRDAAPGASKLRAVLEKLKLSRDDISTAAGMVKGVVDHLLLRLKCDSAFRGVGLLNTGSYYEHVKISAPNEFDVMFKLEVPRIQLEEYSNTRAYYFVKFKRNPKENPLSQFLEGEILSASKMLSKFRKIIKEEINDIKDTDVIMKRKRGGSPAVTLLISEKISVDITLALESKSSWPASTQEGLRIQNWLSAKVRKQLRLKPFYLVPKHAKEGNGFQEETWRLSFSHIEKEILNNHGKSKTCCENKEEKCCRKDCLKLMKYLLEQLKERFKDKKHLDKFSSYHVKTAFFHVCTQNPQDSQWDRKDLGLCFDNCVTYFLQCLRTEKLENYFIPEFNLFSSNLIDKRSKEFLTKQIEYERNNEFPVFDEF
NPYLR7 agonist – mosquito NPYLR7 agonism | 270,000 tested, 0.15% active | activation, % at 10 µM | AID 1259423 | HEK293T NPYLR7/Galpha15, GCaMP6s calcium fluorescence; in the data active = activation above about 40%;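 note: 0% = vehicle and 100% = reference agonist at the receptor; some compounds past the cut are filed as inactive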
mcGAS lum – mouse cGAS inhibition by luminescence | Q8C6L5 | recombinant cGAS, Kinase-Glo ATP depletion luminescence | inhibition, % at 12.5 µM | 160,000 tested, 0.15% active;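 note: 0% = negative control wells and 100% = reference inhibitor with no enzyme activity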
* marks the source's active call; other numbers are inactive results; . = not tested or not shown; & = joins results of further samples. Cut-off read from the data, not from the text of the source, unless noted: active = inhibition above about 40%; inactive = the rest.

| smiles | hcGAS lum | NPYLR7 agonist | mcGAS lum |
| --- | --- | --- | --- |
| COc1ccccc1-n1c(COc2ccccc2C)n[nH]c1=S | -3 | 1 | -8 |
| CCOC(=O)c1c(C)nn(-c2ccc(C(=O)Nc3cccc(SC)c3)cc2)c1C | -5 | -11 | -4 |
| COc1ccc(C2c3cccn3CCCN2Cc2ccsc2)cc1OC (stereo not given) | -5 | 21 | -5 |
| CC(C)COC(=O)N1CCOCC1c1cc(C(=O)NCc2ccccc2)no1 (stereo not given) | -6 | 4 | -8 |
| O=C(c1ccc(F)c(C(F)(F)F)c1)N1CCC(c2cn(Cc3cccc(F)c3)c3ccccc23)CC1 | -1 | 22 | -7 |
| CCCC(=O)NC(c1cccc([N+](=O)[O-])c1)c1ccc2cccnc2c1O (stereo not given) | -2 | 0 | . |
| CCC1(CC)NC(=S)N(Nc2ccccc2)C1=O | -4 | 15 | . |
| O=C1c2ccccc2C(=O)C1c1ccncc1 | -13 | 0 | . |

Four records drawn at random from those above, as already listed:
| smiles | hcGAS lum | NPYLR7 agonist | mcGAS lum |
| --- | --- | --- | --- |
| CCC1(CC)NC(=S)N(Nc2ccccc2)C1=O | -4 | 15 | . |
| CC(C)COC(=O)N1CCOCC1c1cc(C(=O)NCc2ccccc2)no1 (stereo not given) | -6 | 4 | -8 |
| COc1ccccc1-n1c(COc2ccccc2C)n[nH]c1=S | -3 | 1 | -8 |
| CCOC(=O)c1c(C)nn(-c2ccc(C(=O)Nc3cccc(SC)c3)cc2)c1C | -5 | -11 | -4 |

Additional results follow.
| smiles | hcGAS lum | NPYLR7 agonist | mcGAS lum |
| --- | --- | --- | --- |
| FC(F)(F)c1cc(-c2ccco2)nc(-n2cccn2)n1 | -7 | 9 | . |
| CCC1CCCCN1CC(=O)N1CCCN(C)C2(CCN(C)CC2)C1 (stereo not given) | -9 | 18 | . |
| CC(C(=O)Nc1nc2ccc(F)cc2s1)n1c(=O)oc2ccccc21 (stereo not given) | -5 | 2 | -7 |
| COc1ccc(S(=O)(=O)N2CCC(Cc3ccccc3)CC2)cc1N1CCN(C(=O)Cc2cccs2)CC1 | 5 | 16 | -5 |
| CONC(=O)c1cccc(CN(C)Cc2ccccc2)c1 | -3 | 3 | . |
| COc1ncc(-c2cc(Cl)c3c(c2)CC(CN)O3)c(OC)n1 (stereo not given) | 0 | 0 | . |
| Cc1ncc(C(=O)N2CCC3(CN(C)C(=O)O3)C2)c(-c2ccccc2)n1 (stereo not given) | -1 | 4 | . |
| Cc1cc(C(=O)Nc2sc3c(c2-c2nc4ccccc4s2)CCN(C)C3)on1 | -3 | 19 | . |

(list continues)
| smiles | hcGAS lum | NPYLR7 agonist | mcGAS lum |
| --- | --- | --- | --- |
| Cc1cc(C(=O)NNC(=O)C2CC2)n[nH]1 | -4 | -1 | . |
| O=C(NNS(=O)(=O)c1cccc(Cl)c1Cl)c1cc2c(s1)CCC2 | -6 | 1 | -5 |
| O=C(NC(=S)NCc1ccc(Cl)cc1Cl)c1cccs1 | 18 | -4 | . |
| C=CCN(CC=C)C(=O)CSc1nnc(-c2ccc(F)cc2)n1CC=C | -4 | 25 | -6 |
| Cc1nn(C)c(C)c1NC(=O)CN1CCc2[nH]c3ccccc3c2C1 | -5 | 8 | . |
| CCc1nc(C)nc(N2CCN(S(C)(=O)=O)CC2)c1Cc1cc(C)ccc1C | -4 | -9 | -3 |
| COc1ccc(NC(=O)CCN(Cc2ccco2)c2nc(-c3cccc(Br)c3)nc3ccccc23)cc1 | -2 | 11 | -5 |
| C#CCN1CCC(C(=O)N(CCN(C)C)CC2CCCO2)CC1 (stereo not given) | -14 | -7 | . |

(more compounds)
| smiles | hcGAS lum | NPYLR7 agonist | mcGAS lum |
| --- | --- | --- | --- |
| Cc1cccc(Cn2cccc2CN(C(=O)c2ccc(Cl)c(Cl)c2)C(C)C(C)C)c1 (stereo not given) | -6 | -8 | -3 |
| CC(=O)NN1C(=O)CSC1=S | -2 | 7 | -6 |
| Cc1nn(CC(=O)N(C)C)c(C)c1S(=O)(=O)N(C)C | -3 | 1 | . |
| CNC(=O)[C@@H]1C[C@H](N)CN1C(=O)CCn1nc(C)c(C)c1C | -3 | -3 | . |
| FC(F)(F)C1CN(Cc2nnnn2Cc2ccccc2)CCO1 (stereo not given) | -7 | 8 | -16 |
| CCOC(=O)C1(CCCc2ccccc2)CCN(C(=O)c2ccc3cccc(F)c3n2)CC1 | -6 | 3 | . |
| O=C(CSc1nc2c(c(=O)n1CCc1ccccc1)SCC2)N1CCCC1 | -6 | 22 | -7 |
| O=C(C(c1ccccc1)c1ccccc1)N1CCSC1c1ccc(Cl)cc1Cl (stereo not given) | -5 | -11 | -4 |

Among those listed so far, these contain an aryl thioether with sulfur outside any ring:
| smiles | hcGAS lum | NPYLR7 agonist | mcGAS lum |
| --- | --- | --- | --- |
| CCOC(=O)c1c(C)nn(-c2ccc(C(=O)Nc3cccc(SC)c3)cc2)c1C | -5 | -11 | -4 |
| C=CCN(CC=C)C(=O)CSc1nnc(-c2ccc(F)cc2)n1CC=C | -4 | 25 | -6 |
| O=C(CSc1nc2c(c(=O)n1CCc1ccccc1)SCC2)N1CCCC1 | -6 | 22 | -7 |

(cont.)
| smiles | hcGAS lum | NPYLR7 agonist | mcGAS lum |
| --- | --- | --- | --- |
| O=C(c1cc2nc(-c3cccs3)cc(C(F)(F)F)n2n1)N1CCOCC1 | -2 | 8 | -8 |
| COc1ccc(C(F)(F)F)cc1NC(=O)c1ccc(Cn2ccnc2)cc1 | -2 | 25 | . |
| O=C(Nc1c(Cl)cccc1C(=O)O)c1ccccc1 | -4 | 3 | . |
| COc1ccc(C=C2SC(=O)N(CCNC(=O)c3ccncc3)C2=O)cc1OC | 1 | . | -4 |
| COCCNc1nc(SC)nc2c1cnn2CCNC(=O)c1ccc(F)cc1 | -1 | . | -5 |
| CC1(C)C(=O)C2(CCCCC2)C(=O)OC1c1ccccc1F (stereo not given) | -1 | 5 | -4 |
| COc1ccc(NC(=O)N(CC(O)c2ccccc2)CC(C)(C)C)c(Cl)c1 (stereo not given) | 0 | -1 | . |
| CCc1cc2c(=O)n(Cc3ccco3)c(SCC(=O)NCc3ccco3)nc2s1 | 1 | -5 | . |

Remaining list, next part:
Fields: hcGAS lum	NPYLR7 agonist	mcGAS lum
O=C(c1ccccc1C(F)(F)F)N1CCN(c2nc3nccc(-c4ccc(C5CCCCC5)cc4)n3n2)CC1
    -5	.	-7
COC(=O)CCC(=O)N1CCC(C2CCN(Cc3cccc(F)c3F)CC2)C1 (stereo not given)
    -10	3	.
CCc1cccc(C)c1NC(=O)CCc1c(C)nc2c3ccccc3nn2c1C
    -6	4	-7
CCOC(=O)c1c(C)[nH]c(C(=O)OCC(=O)c2cc(C)n(CC3CCCO3)c2C)c1C (stereo not given)
    -18	14	.
CC(C)c1nccn1-c1ccc(C(C)(C)C(N)=O)cc1
    -6	.	-11
Cc1ccc(NC(=O)c2cccnc2)cc1OCC(F)F
    0	-21	.
COc1cc(/C=C2\NC(=S)NC2=O)ccc1OCc1ccccc1
    -4	12	-2
COc1ccc(NC(=O)C(C)Cn2nc(C)nc2C)cc1 (stereo not given)
    -8	-1	-7
CC(C)NC(=O)CN(C)C(C)c1cc2ccccc2o1 (stereo not given)
    -11	7	-7
CCc1nc(C)sc1CNC(=O)c1cc(C(C)C)nc(N)n1
    -4	0	-16

Entries from the list above that have a furan ring, fused or not, in the order listed:
Fields: hcGAS lum	NPYLR7 agonist	mcGAS lum
FC(F)(F)c1cc(-c2ccco2)nc(-n2cccn2)n1
    -7	9	.
COc1ccc(NC(=O)CCN(Cc2ccco2)c2nc(-c3cccc(Br)c3)nc3ccccc23)cc1
    -2	11	-5
CCc1cc2c(=O)n(Cc3ccco3)c(SCC(=O)NCc3ccco3)nc2s1
    1	-5	.
CC(C)NC(=O)CN(C)C(C)c1cc2ccccc2o1 (stereo not given)
    -11	7	-7

(listing goes on)
Fields: hcGAS lum	NPYLR7 agonist	mcGAS lum
CC(C)OC(=O)c1nnn(-c2nonc2N)c1CN1CCCC1
    -12	3	.
N#Cc1ccc(C(=O)Nc2cccc(-c3cccc(-c4ccc(F)cc4F)n3)c2)cc1
    2	-3	-4
CNC(=O)c1nn(CN2CCc3sccc3C2)c(=O)c2ccccc12
    -11	3	.
COc1ccc(CCOc2nc(-c3ccccc3F)n(-c3ccc(NC(=O)c4cccc(OC)c4)cc3)n2)cc1
    -10	21	-5
CC(C)CN(CC(=O)N(Cc1ccc2c(c1)OCO2)Cc1ccco1)C(=O)Nc1ccc(F)cc1F
    4	-19	1
COc1ccc(C(=O)Nc2ccc3oc(-c4ccccc4Cl)nc3c2)cc1[N+](=O)[O-]
    -7	-1	-6
CC(C)=Cc1ccc(C#N)c(=S)[nH]1
    -7	0	.
CCOC(=O)N1CCN(c2nc(C)ncc2CC)CC1
    -6	-3	.
COc1cnc(-c2ccccc2OC)c(NC(=O)c2cc(C)oc2C)n1
    -6	29	-4
CC(C)c1n[nH]c(=S)n1CCNC(=O)c1cccc(N(C)C)c1
    -9	11	.

The results go on.
Fields: hcGAS lum	NPYLR7 agonist	mcGAS lum
CCCOCCCNC(=O)c1ccc(-c2n[nH]c3c2CCCc2ccccc2-3)cc1
    1	-4	4
Cc1cccc(NC(=O)N(Cc2ccncc2)C2CC2)c1C
    -12	6	-7
CCc1nc2c(OCc3ccc(C(=O)N(C)C)cc3)cccn2c1N(C)C(=O)c1ccc(C)cc1
    1	-5	-1
CC1CCc2c(sc3nc(CN4CCOCC4)nc(N(C)C4CCCCC4)c23)C1 (stereo not given)
    -14&-7	16&0	-6
O=C(Cc1cccs1)NCc1ccc(N2CCCCC2)nc1
    -6	2	.
CCCc1c(C(=O)N2CCOCC2)cnn1-c1cccc(Cl)c1
    -4	13	-3
CN1CC2(CCN(C(=O)C3c4ccccc4-c4ccccc43)C2)OC1=O (stereo not given)
    -2	6	.
Cc1cnc(CN(C)Cc2cc3c(cc2OC(F)F)OCO3)o1
    -17	4	.
C=CCN(Cc1nc(-c2cc(C)c(OC)cc2C)oc1C)C1CCS(=O)(=O)C1 (stereo not given)
    6	-8	-1
NC(=O)c1ccc(NC(=O)CN2CCC(Cn3c(COc4ccccc4)nc4ccccc43)CC2)cc1
    -1	0	.

Continued.
Fields: hcGAS lum	NPYLR7 agonist	mcGAS lum
Cn1ccc(NC(=O)CN2CCOC(Cc3cccc4ccccc34)C2)n1 (stereo not given)
    2	.	-2
O=C1C2CCCN2C(c2ccc(Cl)cc2)N1c1nccs1 (stereo not given)
    -6	7	-9
CCOc1cc(C2C(C(=O)OC3CCCC3)=C(C)NC3=C2C(=O)CC(c2ccccc2)C3)ccc1O (stereo not given)
    -1	3	-2
CN1CC2(CCN(C(=O)c3csc(-c4cccnc4)n3)C2)OC1=O (stereo not given)
    -8	17	.
S=c1n(CN2CCCC2)nc(-c2c[nH]c3ccccc23)n1CC1CCCO1 (stereo not given)
    -2	-1	-2
O=C(CC1COCCN1)NCc1ccc(-c2ccccn2)s1 (stereo not given)
    -2	7	.
NC(=O)CNC(=O)c1cccc(NC(=O)C=C2CCCCC2)c1
    0	-3	0
O=C(O)CCC(=O)N1N=C(c2ccc(Br)cc2)CC1c1cccc([N+](=O)[O-])c1 (stereo not given)
    -6	7	-5
CC1(C(=O)NS(=O)(=O)c2ccc(Br)cc2)CCN1C(=O)CC1CCCCC1 (stereo not given)
    -6	0	.
Cc1cc(NS(=O)(=O)CCC(C)C)no1
    -8	5	-14

Additional compounds follow.
Fields: hcGAS lum	NPYLR7 agonist	mcGAS lum
CCCCCCCCC(=O)N(CCCOC)CC(=O)NCC(=O)Nc1ccc(C)cc1
    -12	17	-6
Cc1nc(CN)cc(NCCc2ccc(F)cc2)n1
    -6	.	-10
COc1ccc(C(=O)N2CCCC2)c(OC2CCN(Cc3cc4ccccc4s3)CC2)c1
    -6	19	-11
COC(=O)C1C(=O)NCC1c1ccccc1 (stereo not given)
    -7	-2	.
Cc1cc(C)nc(N=C(N)N2CCCCC2)n1
    -4	-1	.
O=C(CSc1ccc(C(=O)NCCc2ccc(O)cc2)cn1)c1ccc(Cl)cc1
    0	-12	.
CC(C)c1nnc(NC(=O)c2ccc(N3CCOC3=O)cc2)s1
    -15	9	.
CCOC(=O)Nc1ccc(S(=O)(=O)Nn2cnnc2)cc1
    -18	1	-8
Cc1cc(NC(C)CN2CCOCC2)nc(-c2ccccc2)n1 (stereo not given)
    -3	0	-13
COc1ccc(/C=C2\C=C(c3ccccc3)N(c3ccc4ccccc4c3)C2=O)cc1Br
    -3	12	-6

New compounds follow.
Fields: hcGAS lum	NPYLR7 agonist	mcGAS lum
CC(C)N(Cc1nccn1Cc1ccc(Cl)cc1Cl)C(=O)C1CC1
    -4	2	-4
CC(=O)N(C=CC(=O)C(F)(F)F)c1ccnn1C1CCCCC1
    -4	2	-6
Cc1ccc(S(=O)(=O)Nc2nc3ccccc3nc2-n2cc[n+](C)c2)cc1
    -6	-4	-3
CC(=O)Nc1ccc(NS(=O)(=O)c2ccc(C)cc2)c([N+](=O)[O-])c1
    1	-6	.
N#CC1=C(c2ccc(Cl)c(Cl)c2)OCSC1=S
    -1	0	.
CC1CC(=O)N(C)c2ccccc2N1C(=O)Cc1ccccc1F (stereo not given)
    -11	-2	-17
COc1ccc(OCCCSc2ncnc3sc4c(c23)CCC4)cc1
    -5	-6	.
CCOCCCN(CC(=O)N(CCc1ccc(OC)c(OC)c1)Cc1ccc(C)o1)C(=O)C1CC1
    -6	.	-6
Cc1cc(Br)oc1C(=O)Nc1ccc(S(C)(=O)=O)nc1
    -7	-14	.
CCCN(CC(=O)N(Cc1ccccc1)Cc1sccc1C)C(=O)c1cc(C(F)(F)F)cc(C(F)(F)F)c1
    -1	-8	0
